Salmonella PhoP GFP: inhibitors of PhoP regulon expression, primary screen, Salmonella Typhimurium, GFP reporter (AID 1863); S. Typhimurium PhoP-regulated promoter GFP reporter, 4 h; higher % means a stronger effect; inhibition, % at 50 µM, or IC50 in µM where a hit was titrated; hit rate 0.16% among 300,000;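 active = inhibition over 29.93%, a cutoff 3 SD above the screen mean, later confirmed by dose response; inconclusive = inhibition over 29.93% but no dose response follow-up; inactive = inhibition at most 29.93% or unconfirmed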;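 also: 0% = low Mg2+ inducing control and 100% = high Mg2+ repressing control; strong numbers were not always called active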
TNAP activation fold: human TNAP enzyme activators, primary screen, biochemical, luminescent, no phosphate acceptor, uHTS (AID 1001); Alkaline phosphatase, tissue-nonspecific isozyme (Homo sapiens); purified TNAP, luminescent activation assay, no phosphate acceptor; higher activation fold means a stronger effect; activation fold at 20 µM, or EC50 in µM where a hit was titrated; hit rate 0.03% among 200,000; in the data active = activation fold from about 3, or a potency from the dose series; inactive = the rest, 99 in 100 with activation fold below about 1.6; also: many of its hits are not listed in these tables
Large T inhibition: SV40 large T antigen inhibitors, biochemical (AID 1903) | SV40 large T antigen ATPase/helicase inhibition assay; higher % means a stronger effect | inhibition, % at 20 µM, or IC50 in µM where a hit was titrated | hit rate 0.39% among 310,000; in the data active = a potency from the dose series; inconclusive = inhibition mostly from about 32% at the one dose, without a potency; inactive = the rest, 99 in 100 with inhibition below about 32%; also: strong numbers were not always called active
human PMI inhibitors: human PMI inhibitors, high substrate, primary screen, biochemical, fluorescence intensity, high mannose 6-phosphate (AID 1220) | hit rate 0.66% among 190,000 | Mannose-6-phosphate isomerase (Homo sapiens) | recombinant PMI enzyme, coupled fluorescence intensity; higher % means a stronger effect | inhibition, % at 20 µM; hits with a dose series show IC50 in µM
ER stress rescue: rescue of cells from ER stress-induced death, primary screen, 384-well, CSM14.1, thapsigargin, ATP luminescence (AID 1222); CSM14.1 thapsigargin-induced death rescue, ATP luminescence; higher % means a stronger effect; cellular ATP content (survival), % at 20 µM, or EC50 in µM where a hit was titrated; 190,000 tested, under 10 active;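 active = EC50 below 50 µM in the dose-response confirmation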;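 also: death triggered by thapsigargin at about 15 µM added after 2 h compound pretreatment; cell ATP read after overnight thapsigargin exposure of roughly 18 to 22 hours; normalized against plate controls of thapsigargin alone and 5% DMSO vehicle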
RSV antiviral HEp-2: RSV antiviral activity via CPE protection, HEp-2 cells, primary 10 µM value included (AID 2391); HEp-2 cells, RSV-induced CPE inhibition; higher % means a stronger effect; hit rate 0.13% among 310,000; one-dose CPE inhibition, % at 10 µM; IC50 in µM for titrated hits; in the data active = a potency from the dose series; inconclusive = CPE inhibition mostly from about 23% at the one dose, without a potency; inactive = the rest, 99 in 100 with CPE inhibition below about 21%; also: strong numbers were not always called active
West Nile antiviral: West Nile virus antiviral activity, cell-based, CPE readout (AID 1621); West Nile virus-infected cells, CPE inhibition; higher % means a stronger effect; hit rate 0.02% among 290,000; CPE inhibition, % at 10 µM; hits with a dose series show IC50 in µM; in the data active = a potency from the dose series; inconclusive = CPE inhibition mostly from about 3.7% at the one dose, without a potency; inactive = the rest, 99 in 100 with CPE inhibition below about 2.2%; also: strong numbers were not always called active
PMI inhibitors: inhibitors of human PMI, primary screen, biochemical, fluorescence intensity, coupled assay (AID 1209); purified PMI enzyme, coupled fluorescence intensity; higher % means a stronger effect; hit rate 0.42% among 190,000; inhibition, % at 20 µM; hits with a dose series show IC50 in µM;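 also: plate controls were DMSO vehicle for no effect and wells lacking substrate for full effect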
Insulin prom up: insulin promoter activators in MIN6 cells, imaging, high-content screening, mouse beta cells; hit rate 0.3% among 190,000; MIN6 insulin promoter-GFP reporter; stronger effect = higher value; AID 1625, 2009; z-score at 5 µM;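 active = z-score above 3 at 5 µM with at least 500 cells counted in the well; inconclusive = wells under 500 cells, flagged as cytotoxic or low count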
Insulin prom up cell count: further read-out of Insulin prom up, marked with its call; cell count; measured here: cytotoxicity, nuclei count;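 total cells summed across four imaged fields per well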
* = called active by the depositor; u = inconclusive; x = no result given. Rule as the data show it, unless noted: active = inhibition above about 50%; inactive = the rest. Not a hit list (roughly 1.5% active in at least one column).

SMILES	Salmonella PhoP GFP	TNAP activation fold	Large T inhibition	human PMI inhibitors	ER stress rescue	RSV antiviral HEp-2	West Nile antiviral	PMI inhibitors	Insulin prom up	Insulin prom up cell count
COc1ccc(CCNC(=O)c2ccc(NC3=NC4CS(=O)(=O)CC4S3)cc2)cc1OC (centres undefined)	-6%	x	5%	x	x	1.9%	-0.3%	x	x	x
Cc1nccn1CCCNC(=O)CC1C(=O)NCCN1Cc1ccc(Cl)c(F)c1 (centres undefined)	1%	1.2	0%	10%	-0.7%	-0.3%	-0.2%	11%	x	x
CC(=O)CCc1c(C)c2cccc(C)c2[nH]c1=O	-11%	1.1	9%	14%	2.0%	15%	-0.8%	14%	x	x
CC(=O)Nc1ccc(S(=O)(=O)NC2C3(C)CCC(C3)C2(C)C)cc1 (centres undefined)	-6%	x	14%	x	x	0.7%	-1.6%	x	x	x
Cn1c(=O)c2c(SCc3cccnc3)nc(CC(C)(C)C)nc2n(C)c1=O	0%	1	5%	10%	3.5%	1.4%	-0.1%	11%	0.88	897
CN(Cc1cnn(C)c1)C(=O)C1CCC(=O)N(Cc2cccc(F)c2)C1 (centres undefined)	7%	x	19%	x	x	0.7%	0.3%	x	x	x
CC(=O)Nc1ccc(S(=O)(=O)Nc2ccccc2C(=O)N2CCCC2)cc1	-3%	x	9%	x	x	-0.2%	-0.5%	x	x	x
CCOC(=O)N1CC(=O)Nc2ccc(Br)cc2C1c1ccccc1 (centres undefined)	-3%	x	12%	x	x	-0.1%	-0.3%	x	-1	1102
CC(C)(C)C(=O)O/N=C1\CCS(=O)(=O)c2sccc21	0%	1	-1%	-5%	-1.3%	3.4%	0.3%	-3%	1.3	1456
Nc1ccccc1NC1=CC(=O)CC(c2ccco2)C1 (centres undefined)	53%	1	20%	-10%	-2.8%	3.1%	1.7%	-1%	0.03	1250
Cc1ccc(OCCC(=O)OCc2csc(CC(=O)Nc3ccccc3C)n2)cc1	5%	x	11%	x	x	2.0%	-0.3%	x	x	x
COc1ccc(/C=N/NC(=O)c2ccccc2Cl)cc1CSc1nc2ccccc2s1	2%	1.1	-3%	15%	-0.1%	0.2%	2.9%	17%	x	x
CCOC(=O)c1cccc(NC(=O)c2ccc(NC(=O)C3CCCO3)cc2)c1 (centres undefined)	1%	x	6%	x	x	19%	0.0%	x	x	x
CC1CC(Nc2ccccc2N)=CC(=O)O1 (centres undefined)	-2%	1.1	6%	10%	1.0%	1.3%	0.2%	13%	x	x
Nc1c(Cl)cc(Cl)cc1C(=O)OCC(=O)N1CCOCC1	-7%	1	13%	34%	1.1%	0.2%	-0.4%	-23%	1.1	1367
CSc1nccc(-c2nn(-c3ccc(C)cc3)ccc2=O)n1	-2%	1.2	11%	-14%	-1.3%	-1.2%	u	-14%	-0.17	629
CC(=O)c1ccc(OCCCC(=O)NCCc2ccccc2)cc1	-2%	x	2%	x	x	0.7%	-0.3%	x	x	x
O=C(NCCNc1ccc2ccccc2c1)c1cccn2c(=O)c3sccc3nc12	-2%	1.1	10%	46%	x	0.8%	-0.2%	18%	-1	1271
CCc1nnc(NC(=O)c2cc(S(=O)(=O)N(CC)CC)ccc2Cl)s1	11%	1.1	13%	7%	-1.5%	0.5%	-1.0%	9%	0.64	767
Cc1cccc(NC(=S)Nc2cccc3ccccc23)c1	-3%	x	5%	x	x	1.3%	-0.6%	x	x	x
N#Cc1c(-c2cccnc2)c2c([nH]c1=S)CCCC2	6%	1	12%	-42%	-2.7%	-0.7%	-0.2%	-30%	0.54	1572
Cc1cccc(NS(=O)(=O)c2cccs2)c1	17%	1.2	5%	1%	6.3%	1.8%	0.2%	4%	x	x
COC(=O)c1cc(OC)c(OC)cc1NC(=O)CC1CCCCC1	14%	1.1	16%	6%	-1.8%	-0.3%	-0.2%	10%	-1.1	1609
O=c1[nH][nH]c(-c2ccccc2)c1C=Nc1ccccc1Cl	4%	1.1	-14%	14%	-2.2%	0.8%	0.0%	13%	0.25	1562
O=C1c2cccnc2C(=O)N1c1ccccc1-c1ccccc1	-1%	1.1	2%	-3%	-1.3%	4.2%	1.1%	-7%	0.72	1043
COc1ccc(OCC(=O)N/N=C2/C=C(C)CC2)cc1	1%	1.1	-1%	-2%	0.0%	1.0%	0.0%	-2%	0.4	1280
Cc1ccc(CN2CCNC(=O)C2CC(=O)NCc2cc(C)n(C)n2)cc1 (centres undefined)	-1%	x	15%	x	x	-0.4%	-0.3%	x	x	x
O=C(O)CC1(CC(=O)Nc2ccc(Oc3cccc(C(F)(F)F)c3)nc2)CCCC1	10%	x	7%	x	x	1.0%	0.1%	x	x	x
Cc1oc(-c2ccccc2F)nc1CS(=O)CC(=O)NCc1ccc2c(c1)OCO2 (centres undefined)	19%	1.1	4%	7%	0.8%	-0.6%	-0.5%	5%	-0.09	847
Cc1ccsc1/C=N/NC(=O)Cn1cnc2ccccc21	32%	1.1	10%	0%	-1.6%	0.5%	0.6%	2%	x	x
COc1cc2nc(CN(C)Cc3ccc(F)cc3)[nH]c(=O)c2cc1OC	-6%	1.2	-3%	4%	-0.5%	-0.2%	-0.7%	4%	0.16	1620
Cc1cc(C(=O)COC(=O)C2=COCCO2)c(C)n1-c1ccc2c(c1)OCO2	27%	1	8%	35%	-0.7%	18%	0.1%	20%	0.1	958
CC(C)OCCCNc1nc2c(c(=O)n(Cc3ccccc3F)c(=O)n2C)n1C	-6%	1.1	14%	11%	-0.8%	3.6%	-0.4%	11%	0.9	1270
Cc1ccc2cccc(NC3OC(=O)c4ccccc43)c2n1 (centres undefined)	2%	1.1	7%	60%*	-3.1%	1.5%	-1.4%	18%	-0.16	1294
Cc1ccc(NC(=O)CC(C)N2CCCC2)cc1 (centres undefined)	-2%	1.1	6%	1%	-1.0%	1.0%	-0.1%	2%	x	x
S=c1[nH]nc(-c2ccco2)n1/N=C/c1ccccc1Cl	-6%	0.8	19%	11%	-2.3%	1.0%	0.7%	17%	1.1	1382
Cc1nn(-c2cccc(C(=O)O)c2)c(C)c1Oc1ccccc1O	10%	1.1	5%	5%	4.8%	6.4%	0.3%	0%	0.42	1206
Cc1ccc(-c2cc(C(=O)NC3=NCCS3)c3ccccc3n2)cc1C	0%	1.1	13%	15%	-4.5%	9.7%	-0.6%	12%	0.14	1503
O=C1[C@H]2[C@@H](C3CC3)N3C(=O)CN(Cc4ccccn4)C(=O)[C@@]3(Cc3ccccc3)[C@H]2C(=O)N1c1ccccc1	-4%	x	2%	x	x	0.9%	-0.4%	x	x	x
O=C(NCC1CCCCC1)c1cccc(Br)c1	0%	x	10%	x	x	0.9%	-0.1%	x	x	x

Some values from the list:
`Cc1ccc(CN2CCNC(=O)C2CC(=O)NCc2cc(C)n(C)n2)cc1` (centres undefined) @ Salmonella PhoP GFP: -1%
`Cc1oc(-c2ccccc2F)nc1CS(=O)CC(=O)NCc1ccc2c(c1)OCO2` (centres undefined) @ Salmonella PhoP GFP: 19%
`COC(=O)c1cc(OC)c(OC)cc1NC(=O)CC1CCCCC1` @ PMI inhibitors: 10%
`O=C1[C@H]2[C@@H](C3CC3)N3C(=O)CN(Cc4ccccn4)C(=O)[C@@]3(Cc3ccccc3)[C@H]2C(=O)N1c1ccccc1` @ West Nile antiviral: -0.4%
`COc1cc2nc(CN(C)Cc3ccc(F)cc3)[nH]c(=O)c2cc1OC` @ West Nile antiviral: -0.7%

The main list resumes with the 2 entries that preceded the break.
SMILES	Salmonella PhoP GFP	TNAP activation fold	Large T inhibition	human PMI inhibitors	ER stress rescue	RSV antiviral HEp-2	West Nile antiviral	PMI inhibitors	Insulin prom up	Insulin prom up cell count
O=C1[C@H]2[C@@H](C3CC3)N3C(=O)CN(Cc4ccccn4)C(=O)[C@@]3(Cc3ccccc3)[C@H]2C(=O)N1c1ccccc1	-4%	x	2%	x	x	0.9%	-0.4%	x	x	x
O=C(NCC1CCCCC1)c1cccc(Br)c1	0%	x	10%	x	x	0.9%	-0.1%	x	x	x
CCCC(C)C(=O)Nc1ccc(S(=O)(=O)Nc2nccs2)cc1 (centres undefined)	8%	1.1	5%	x	-1.2%	0.3%	0.5%	x	0.08	1487
O=C(O)c1cn(Cc2ccccn2)c(=O)c2ccccc12	7%	1	7%	-12%	x	0.3%	0.8%	-23%	-0.44	1282
Cc1cc(N2CCOCC2)ccc1/C=C1/SC(=O)NC1=O	-10%	1.1	17%	-6%	-1.0%	18%	1.7%	-14%	x	x
Cc1ccc(NC(=O)COCC(=O)Nc2ccc(F)cc2)cc1	0%	x	6%	x	x	0.3%	-0.1%	x	x	x
O=C(CN1CCCC1)Nc1ccc(F)cc1	-1%	1.1	-5%	-9%	-1.3%	-0.7%	-0.4%	-12%	-0.2	1564
O=C(NC(=O)N1CCN(c2ccc([N+](=O)[O-])cn2)CC1)c1ccccc1F	0%	x	5%	x	x	0.2%	-0.3%	x	-0.61	1191
O=C(Cn1c(=O)sc2ccccc21)Nc1nc2c(s1)CCCC2	-1%	1.1	6%	-5%	-2.2%	40%	-1.8%	2%	1.8	1229
O=C(NN=C1CCCC1)c1ccccc1[N+](=O)[O-]	-7%	x	-2%	x	x	0.3%	1.0%	x	x	x
COc1ccc(Nc2nc(NCc3ccco3)nc(N3CCOCC3)n2)cc1	3%	x	4%	x	x	8.1%	-0.6%	x	-1.2	999
O=C1c2ccccc2C(=O)N1CCCCN(C(=O)c1ccc(Cl)s1)c1ccc(Cl)cc1	7%	1	5%	-2%	-2.7%	42%	-2.0%	15%	-1.2	2025
COc1ccccc1N1CCN(C2CCCN(C(=O)CCc3cnn(C)c3)C2)CC1 (centres undefined)	-6%	x	21%	x	x	0.0%	-0.5%	x	x	x
CCC(CC)NC(=O)Nc1cccc(C)c1C	3%	1.1	23%	1%	1.6%	1.2%	-0.1%	3%	0.74	1567
CCOC(=O)c1ccc(NC(=O)Nc2ccon2)cc1	-6%	x	27%	x	x	0.7%	0.1%	x	-2.9	569
CCOC(=O)CSC1=C(C#N)C(c2ccc(Cl)cc2)CC(=O)N1 (centres undefined)	4%	1.2	18%	23%	4.9%	1.6%	-0.4%	-1%	0.03	928
COc1ccc(Cl)cc1S(=O)(=O)N1CCCC(C(=O)N2CCOCC2)C1 (centres undefined)	-5%	x	-2%	x	x	1.1%	0.4%	x	x	x
O=C(CN1CCCCCCC1)N/N=C/c1ccccc1F	-8%	1.1	13%	-11%	-3.2%	1.3%	0.4%	-16%	0.19	1211

Grouped by structure, the compounds so far with bromine (two)
SMILES	Salmonella PhoP GFP	TNAP activation fold	Large T inhibition	human PMI inhibitors	ER stress rescue	RSV antiviral HEp-2	West Nile antiviral	PMI inhibitors	Insulin prom up	Insulin prom up cell count
CCOC(=O)N1CC(=O)Nc2ccc(Br)cc2C1c1ccccc1 (centres undefined)	-3%	x	12%	x	x	-0.1%	-0.3%	x	-1	1102
O=C(NCC1CCCCC1)c1cccc(Br)c1	0%	x	10%	x	x	0.9%	-0.1%	x	x	x

From PubChem
